# mcGAS inh – mouse cGAS inhibition by luminescence; inhibition, % at 12.5 µM; AID 1259399; recombinant cGAS, Kinase-Glo ATP depletion luminescence; actives 0.15% (n = 160,000); Q8C6L5;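 further: 0% = negative control wells and 100% = reference inhibitor with no enzyme activity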
# hcGAS inh – blocks human cGAS activity; Q8N884; recombinant h-cGAS, ATP depletion, Kinase-Glo luminescence; inhibition, % at 12.5 µM; actives 0.081% (n = 290,000);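 further: 0% = vehicle reaction and 100% = reaction without DNA for no activity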
# Target sequence (Q8N884 whole entry, looked up): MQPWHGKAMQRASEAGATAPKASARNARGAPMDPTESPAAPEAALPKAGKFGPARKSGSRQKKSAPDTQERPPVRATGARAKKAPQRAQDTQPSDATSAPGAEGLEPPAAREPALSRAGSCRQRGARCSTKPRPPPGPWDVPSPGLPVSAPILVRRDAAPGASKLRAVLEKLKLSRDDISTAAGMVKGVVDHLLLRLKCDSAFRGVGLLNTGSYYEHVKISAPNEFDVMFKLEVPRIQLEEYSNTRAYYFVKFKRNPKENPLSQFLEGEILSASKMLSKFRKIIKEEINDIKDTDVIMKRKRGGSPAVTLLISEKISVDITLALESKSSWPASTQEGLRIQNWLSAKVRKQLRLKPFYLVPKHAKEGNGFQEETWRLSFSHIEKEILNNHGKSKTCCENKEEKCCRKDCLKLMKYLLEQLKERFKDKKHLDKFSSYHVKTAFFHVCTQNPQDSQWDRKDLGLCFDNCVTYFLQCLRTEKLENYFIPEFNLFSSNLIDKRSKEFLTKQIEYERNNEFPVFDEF
# NPYLR7 agonist – activates Aedes aegypti NPYLR7 receptor. HEK293T NPYLR7/Galpha15, GCaMP6s calcium fluorescence. activation, % at 10 µM. actives 0.15% (n = 270,000). AID 1259423; in the data active means activation above about 40%;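 further: 0% = vehicle and 100% = reference agonist at the receptor; some compounds past the cut are filed as inactive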
# * marks the source's active call; other numbers are inactive results; nt = no result given; & = joins results of further samples. Unless noted, no stated cut-off is given here; in the data, active means inhibition above about 40%; inactive means the rest.
SMILES	hcGAS inh	mcGAS inh	NPYLR7 agonist
Cc1oc(C(C)(C)C)cc1C(=O)N1CCN(Cc2cc(=O)c(OCc3ccc(-c4ccccc4C#N)cc3)co2)CC1	-6.2	-4.9	15.5
Cc1cc(F)ccc1Oc1cc(N2CCc3ccccc3C2)ncn1	-2.6	-7.7	nt
CC1CCCCN1C(C)CNC(=S)NC1CC1 (stereo not given)	-7.4	nt	2.2
O=C1N2CCSC2=NC1(Nc1ncccn1)C(F)(F)F (stereo not given)	-9.8	nt	4.9
CC(NC(=O)NCc1ccc(S(=O)(=O)N2CCOCC2)s1)c1cccc(Cl)c1 (stereo not given)	-1.9	nt	4.9
COC(=O)c1cccc(CNC(=O)CC2c3cccnc3C(=O)N2c2c(C)cccc2C)c1 (stereo not given)	-1.9	-0.7	0.8
Cc1ccc2nc(C)c(NC(=O)C3CCCC3)c(=O)n2c1	-9.4	nt	2.0
FC(F)(F)c1ccc(SCc2csc(-c3ccc(Cl)cc3)n2)nc1	-4.3	-4.4	24.9
O=C(CC1CC2CCC1C2)Nc1ccc2ncccc2c1 (stereo not given)	-4.0	nt	3.1
Cc1noc(C)c1C(C)CC(=O)O (stereo not given)	-9.0	-16.1	-4.3
O=C(O)CN1C(=O)/C(=C\c2ccc(OCc3ccc(Cl)cc3Cl)cc2)SC1=S	-9.6	-5.9	5.9
Cc1noc(C)c1C(=O)NC(C)Cc1ccc(N(C)C)cc1 (stereo not given)	2.9	nt	-29.6
CC1=C(/C=C/C(C)=C/C=C/C(C)=C/C(=O)Nc2ccc(O)cc2)C(C)(C)CCC1	-2.4	-2.5	-2.7
COc1ncc(-c2nccn2CC(C)c2ccccc2)cn1 (stereo not given)	-7.9	nt	27.4
COc1cc(C)c(NC(=O)Cc2c(C)nc3nc(SC)nn3c2C)cc1OC	-4.0	nt	1.7
CC(C)COC(=NCCCN1CCOCC1)NC(=O)c1cccc(C(F)(F)F)c1	-7.2	-4.6	24.3
COC[C@@H]1CN(Cc2c(C)n[nH]c2C)C[C@H]1c1nc(C2CC2)no1	-9.5	-5.4	nt
Cc1cc(C(=O)Cn2cnc3c2c(=O)n(C)c(=O)n3C)c(C)n1Cc1ccco1	-9.6	nt	8.9
COc1ccc2c(=O)c3c(=O)n(-c4ccccc4)c(C(C)C)nc3oc2c1	-5.1	nt	8.7
CCCCCc1ccc(C(=O)N(CC(=O)N2CCc3sccc3C2c2ccccc2C)CC2CCCO2)cc1 (stereo not given)	-2.3	-4.9	-0.8
O=C(O)c1ccccc1C(=O)NCCc1c(C(=O)O)[nH]c2ccc([N+](=O)[O-])cc12	5.8	-7.6	3.6
CC1CN(CC(O)CN2CCCCC2Cn2cccn2)CC(C)O1 (stereo not given)	19.5	nt	3.7
O=C(NC(CC(=O)N1CCC1)c1ccccc1)c1ccccc1Cl (stereo not given)	-12.4	-9.8	2.3
O=C(CCC1CCCN(Cc2cccc(O)c2)C1)NCc1ccccc1Cl (stereo not given)	-3.9	nt	2.8
CCOC(=O)C1(Cc2ccccc2C)CCCN(C(=O)c2ccc(COC)o2)C1 (stereo not given)	-5.8	-3.1	-9.7

# Following part.
SMILES	hcGAS inh	mcGAS inh	NPYLR7 agonist
O=C1CCc2ccc(OC(F)(F)F)cc21	-8.0	nt	18.7
COc1ccccc1CN1C(=O)C2CC=CCC2C1=O (stereo not given)	-10.8	-1.5	-0.3
CCCCN(C)C(=O)c1sc(=O)n(Cc2ccc(C(=O)N(C)C)cc2)c1C	-4.3	nt	-1.4
Cc1cc(C)nc(CN(C)C(=O)c2coc(COc3cccc(F)c3F)n2)c1	-5.4	-17.2	-7.0
CCN(CCC#N)S(=O)(=O)/C=C/c1ccccc1Cl	3.8	nt	-2.7
CCOc1ccc(NS(=O)(=O)c2cc(N3C(=O)CCC3=O)ccc2OC)cc1	-5.2	-0.9	2.6
COc1ccc(N2CCN(C(=O)C3CCC3)C(C)C2=O)cc1OC (stereo not given)	-6.1	-5.7	-9.5
CNC(=O)C(C)N(C)Cc1nc2ccccc2n1CC(C)C (stereo not given)	-7.0	-19.0	19.9
O=C(/C=C/c1ccc(Cl)cc1)NC1CCN(CC2CCOC2)CC1 (stereo not given)	-11.8	nt	-5.9
CC(=O)Nc1cccc(NS(=O)(=O)c2c(C)n(C)c(=O)n(C)c2=O)c1	-1.6	-4.3	-0.9
Cc1nn(CC(=O)NCCc2ccccc2)c(C)c1[N+](=O)[O-]	1.7	-0.2	-14.1
CN(CC(=O)N1CCN(Cc2c(F)cccc2Cl)CC1)Cc1nc2ccccc2s1	-5.1	nt	4.8
CCn1cnnc1CCNS(=O)(=O)NCc1ccccc1	-5.1	-13.6	nt
COc1ccc(OC)c(CN(Cc2ccc3c(c2)OCO3)Cc2nc(C(=O)O)co2)c1	-3.5	-5.1	13.7
N#CC(C(=O)NC1CCCCC1)C(=O)C1CC2CCC1C2 (stereo not given)	6.0	nt	-1.1
O=C(C=Cc1ccccc1)N=C1N=C2C=CC(I)=CN2Cc2ccccc21	-3.0	-2.0	-2.2
COc1ccc(CCOC(=O)C2CCCCN2C(=O)c2cc(F)ccc2C(F)(F)F)cc1OC (stereo not given)	-0.9	-4.1	-4.7
CCOC(=O)c1ccccc1NC(=O)CSc1nc2c(-c3ccccc3)c[nH]c2c(=O)n1CC	-5.9	-8.7	3.2
COc1ccc(-c2cc(C(=O)N(C)CCc3ccc(OC)c(OC)c3)c(C)n2-c2ccc(F)cc2F)cc1	-3.4	-4.8	15.0
O=C(Cc1ccccc1)Nc1ccnn1C1CCN(Cc2nc3ccccc3s2)CC1	0.6&0.5	nt	1.3&-1.4
COc1ccc(OC)c(NC(=O)CSc2nc3c(-c4ccccc4)c[nH]c3c(=O)n2C(C)C)c1	-4.0	-8.4	-5.5
Cc1ccccc1N1CCCN(Cc2cnc(N3CCCC3)s2)CC1	-7.6	-11.5	2.8
Cc1ccccc1-n1c(C)c(C#N)c(=O)c(-[n+]2ccccc2)c1S	-6.2	nt	-2.8
O=C(CSc1nc2ccccc2[nH]1)N/N=C\c1ccccc1F	-3.8	-6.2	11.6
CN1CCN(C=C2N=C(c3cn[nH]c3C3CCCCC3)ON2)CC1	-2.4	-3.8	nt

# Entries listed so far containing an aryl thioether with sulfur outside any ring, in the order listed:
SMILES	hcGAS inh	mcGAS inh	NPYLR7 agonist
FC(F)(F)c1ccc(SCc2csc(-c3ccc(Cl)cc3)n2)nc1	-4.3	-4.4	24.9
COc1cc(C)c(NC(=O)Cc2c(C)nc3nc(SC)nn3c2C)cc1OC	-4.0	nt	1.7
CCOC(=O)c1ccccc1NC(=O)CSc1nc2c(-c3ccccc3)c[nH]c2c(=O)n1CC	-5.9	-8.7	3.2
COc1ccc(OC)c(NC(=O)CSc2nc3c(-c4ccccc4)c[nH]c3c(=O)n2C(C)C)c1	-4.0	-8.4	-5.5
O=C(CSc1nc2ccccc2[nH]1)N/N=C\c1ccccc1F	-3.8	-6.2	11.6

# Next results
SMILES	hcGAS inh	mcGAS inh	NPYLR7 agonist
O=C(CCC1CCCN(C(=O)Cc2ccccc2F)C1)N1CCN(c2ccccn2)CC1 (stereo not given)	-5.1	-16.1	7.3
CCNC(=O)NCCn1nc(-c2ccccc2)n(C)c1=O	-4.9	nt	4.1
Cc1ccccc1-c1ncc(CN(C)C(C)c2ccon2)s1 (stereo not given)	-1.0	nt	16.6
O=C(O)c1[nH]ncc1CN1CCNC(=O)C1c1ccc(F)cc1 (stereo not given)	-1.2	nt	-5.3
COc1ccc(-c2nc(N3CCN(C(=O)c4ccc(C(F)(F)F)cc4)CC3)c3ccccc3n2)cc1	-6.4	-7.9	3.6
O=C(NCCCOCc1ccco1)NC1CCSc2ccccc21 (stereo not given)	-11.1	nt	13.6
O=C(NCCn1ncc2c(N3CCCC3)ncnc21)c1ccco1	-8.8	-7.2	-0.1
CC(C)(C)c1[nH]ncc1S(=O)(=O)Nc1ccc(Cl)nc1	-1.8	-11.0	1.6
COc1cccc(CN2CCNC(=O)C2CC(=O)NCCOC(C)C)c1OC (stereo not given)	-2.8	-4.8	1.5
O=C(CCl)Nc1cc(S(=O)(=O)N(C(=O)CCl)c2cccc(Cl)c2)ccc1Cl	-5.8	2.8	-5.7
CCOC(=O)N1CCC(Nc2ncnc3sc4c(c23)CCCCC4)CC1	-2.3	-8.2	-3.1
Cc1ccc(OCC(=O)NCC(c2ccc(N(C)C)cc2)N2CCN(C)CC2)cc1 (stereo not given)	-3.7	-6.8	4.6
CCOC(=O)N1CCN(C(=O)CCc2cc3c(n2-c2ccc(C)cc2F)-c2ccccc2OC3)CC1	-3.2	-9.1	1.1
CC(C)(C)c1ccnc2nc(N3CCN(S(=O)(=O)c4ccccc4Cl)CC3)nn12	-2.2	-3.9	3.4
COCCNC(=O)c1cc(NC(=O)c2cc(C(F)(F)F)cc(C(F)(F)F)c2)ccc1N1CCC(C)CC1	-6.7	-5.1	nt
C=CCN(CC=C)c1nc(-c2ccc(OC)cc2)ncc1C(=O)OCC	-8.7	-9.0	-6.2
COCCN1C[C@H]2COc3ccccc3[C@H]2N(C(=O)c2ccno2)CCC1=O	3.1	-3.6	18.2
CCn1c(=O)c2c(nc3n2CCCN3c2ccc(C)cc2C)n(C)c1=O	-9.8	nt	-8.7
Cc1ccc(C(=O)Nc2c(N)nc(SCC(=O)Nc3ccccc3F)[nH]c2=O)cc1	0.5	-6.7	-7.2
CCOC(=O)CSc1nc2c(c(=O)[nH]c(=O)n2C)n1C	-4.7	-7.9	-6.0
CCN(CC)C(=O)Oc1ccc2c(ccn2Cc2cccc(C(F)(F)F)c2)c1-c1ccc(C#N)cc1	-2.6	-5.9	9.8
O=c1c2ccccc2nc2ccc(Cl)nn12	-6.6	nt	2.8
O=C(C1CCCO1)N1CCN(Cn2ncc(Cl)c(Cl)c2=O)CC1 (stereo not given)	-2.7	nt	5.5
COc1ccc(NC(=O)Cn2c3ccc(F)cc3c3ncn(Cc4ccccc4)c(=O)c32)cc1	-3.4	-6.0	4.1
CO[C@H]1C(=O)N(Cc2ccccc2)C2(CCN(C(=O)Nc3ccccc3)CC2)[C@@H]1CO	-3.8	-4.9	27.0

# More results follow:
SMILES	hcGAS inh	mcGAS inh	NPYLR7 agonist
Fc1cccc(CN2CCN(Cc3ccc(-c4cccnc4)cc3)CC2)c1	-3.9	nt	5.5
CCN1C[C@H]2COc3ccc(C)cc3[C@H]2N(C(=O)C2CCC2)CCC1=O	-4.9	-4.6	25.5
Cc1ccc(C(=O)NNC(=O)/C=C\C(=O)O)cc1	-7.1	nt	-8.0
O=C(Nc1cccc(Cl)n1)NC1CCN(C2CC2)CC1	-6.5	nt	-0.3
CS(=O)(=O)CS(=O)(=O)N1CCOCC1	-8.1	nt	12.8
COC(=O)/C=C/c1cc(O)ccc1O	-3.9	nt	-3.4
CC(C)Cn1c(=O)c2c(nc3n2CCCN3c2ccc(F)cc2)n(C)c1=O	-9.7	nt	-1.0
CN(C)CCCn1cnc2c(=O)oc3ccccc3c21	-6.1	nt	16.8
CC(=O)N1CCC(Oc2ccc(Cl)cc2C(=O)NCc2cnc3ccccc3c2)CC1	-10.1	nt	2.8
O=C1C(=O)N(CN2CCOCC2)c2ccc(Br)cc21	-6.2	nt	-5.5
O=C(Nc1ccc2c(c1)CN(C(=O)c1ccc3c(c1)OCO3)CC2)c1ccccc1Cl	-7.8&-0.8	-2.5	10.6&11.4
O=Cc1c(Cl)nc(Cl)n1-c1ccc(Cl)cc1	-10.8	-13.6	-1.6
Cc1cccn2c(=O)c3cc(C(=O)N4CC(C)CC(C)C4)n(C)c3nc12 (stereo not given)	-6.3	nt	7.3
COc1ccc(-n2c(=O)[nH]c3c(C(N)=O)nc(-c4ccc(F)c(F)c4)nc32)c(OC)c1	-4.3	1.2	-8.4
CN1CCC(C)(C(=O)Nc2cccc3ccccc23)C1 (stereo not given)	-8.8	nt	-0.1
COc1ccc2oc(C(=O)NCC3CCCCC3)c(C)c2c1	1.3	nt	-10.8
COc1cccc(CNCC2COc3ccccc3O2)c1OC(F)F (stereo not given)	-3.0	nt	12.8
O=C(NCCC1=CCCCC1)c1cc(N2CCN(c3cccc(C(F)(F)F)c3)CC2)nc2ccccc12	-3.1	-5.3	2.9
C=C(C)CN(CC)C(=O)c1ccc(NS(=O)(=O)c2ccc(F)cc2)cc1	-9.2	-4.0	5.1
CCN1CCN(c2c(CN(CCC(C)C)C(=O)Nc3ccc(Cl)cc3)c(C)nn2-c2ccccc2)CC1	1.4	-1.0	-0.9
CCOC(=O)C1CCCN(CC(=O)N2N=C(c3ccc(OC)cc3OC)CC2c2ccc3c(c2)OCO3)C1 (stereo not given)	-8.0	-4.2	14.0
CNCC1OC2CCCCC2c2sccc21 (stereo not given)	-5.4	-7.1	-1.3
O=[N+]([O-])c1ccc(C=Nc2ccccc2F)o1	-9.1	nt	-0.5
Cc1cc[n+](C2=C(c3c(C)[nH]n(-c4ccc(Cl)cc4)c3=O)C(=O)N(c3ccc(F)cc3)C2=O)cc1	-11.3	-4.5	-2.8
Cn1nc(CN2C(=O)c3ccccc3C2=O)c2ccccc2c1=O	-2.0	-5.1	-15.2
CCN(CC)C1CCN(C(=O)Nc2cc(F)c(OC)c(F)c2)C1 (stereo not given)	-10.7	-6.8	8.1

# Source: PubChem BioAssay (Fisher Drug Discovery Resource Center)

# Rows were taken by chance, and some 0.29% of all compounds hit somewhere here.
